# DRD3 antagonist = antagonists of human D3 dopamine receptor; P35462; D3R cells, DiscoveRx beta-arrestin luminescence, antagonist mode; active compounds read low; max response, negative = inhibition, %; 360,000 compounds, 2.5% hits; AID 652054; in the data active = max response below about -50%; inconclusive = no clear call, values can overlap the other calls; also: % is scaled to controls: 0 for no effect and ±100 for the full control effect; mostly tested at two doses, the higher about 12 µM
# Target sequence (P35462 whole entry, looked up): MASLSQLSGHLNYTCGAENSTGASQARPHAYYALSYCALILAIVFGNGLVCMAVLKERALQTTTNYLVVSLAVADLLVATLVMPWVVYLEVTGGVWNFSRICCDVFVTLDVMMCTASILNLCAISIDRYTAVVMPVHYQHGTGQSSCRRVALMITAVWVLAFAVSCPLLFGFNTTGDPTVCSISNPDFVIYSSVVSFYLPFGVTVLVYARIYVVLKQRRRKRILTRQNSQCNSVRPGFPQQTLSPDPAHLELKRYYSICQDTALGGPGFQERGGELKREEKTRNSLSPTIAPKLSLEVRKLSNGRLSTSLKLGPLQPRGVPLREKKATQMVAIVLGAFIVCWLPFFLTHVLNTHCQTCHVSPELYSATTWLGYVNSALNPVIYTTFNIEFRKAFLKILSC
#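 Cells expressing the human receptor were seeded at 1500 cells/well, incubated overnight at 37 degrees C in 5% CO2, then exposed to library compounds with dopamine controls for 90 minutes at 37 degrees C before luminescent detection.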
# D3 ag = activates the human D3 dopamine receptor. D3R DiscoveRx beta-arrestin cells, luminescence, 90 min. max activation, %. 410,000 compounds, 0.58% hits. P35462. AID 652048; in the data active = max activation above about 30%; also: 0% is about no effect; mostly tested at two doses, the higher about 12 µM
#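 Cells at 1500/well, incubated overnight, then treated with pinned compounds (dopamine as control) for 90 min at 37 degrees C. DiscoveRx reagent added for 30 - 60 minutes at room temperature; luminescence read.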
# KB-V1 cytotox = KB-V1 MDR subline cytotoxicity. AID 1347076. 400,000 compounds, 3.4% hits. Potency, µM (doses to about 46.1 µM), inactives show at the highest dose activity change, negative = cytotoxicity, usual class: cytotoxic. KB-V1 MDR cells viability, CellTiter-Glo, 72 h; also: potency is read from the fitted curve at half-maximal effect; % is scaled to controls: 0 for no effect and ±100 for the full control effect; nearly all actives have a fitted effect of over 60% in size
#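 In this primary screen, KB-V1 cells overexpressing P-gp are incubated with library compounds (lowest to highest concentration) for 72 h at 37 degrees C before a luminescent ATP viability read.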
# HT1080 IDH1KD tx = kills HT-1080 cells with IDH1 knockdown | HT-1080 IDH1 knockdown viability, ATP luminescence, 48 h | Potency, µM (highest dose often 46.1 µM), inactives show at the top dose activity, negative = toxicity, usual class: cytotoxic | 360,000 compounds, 2% hits | AID 686971;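 also: potency is read from the fitted curve at half-maximal effect; 0% = DMSO wells and -100% = cell-free medium wells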
#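 After a 2 h attachment period, IDH1KD HT-1080 cells took pin-transferred compound for 48 h at 37 °C; ATP-based luminescence after 10 min room-temperature reagent incubation reported viability.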
# GLP-1R agonist = GLP-1 receptor (human) agonism | P43220 | HEK293 GLP-1R CRE-luciferase, luminescence, 4-6 h; cells express a hypersensitive GLP-1R form | Potency, µM (titrated, usually from 45.6 µM), for the others: at the highest dose activation, usual class: activators | 380,000 compounds, 0.007% hits | AID 624172; also: potency is read from the fitted curve at half-maximal effect; % of control where 0% means no effect
# Target sequence (P43220 whole entry, looked up): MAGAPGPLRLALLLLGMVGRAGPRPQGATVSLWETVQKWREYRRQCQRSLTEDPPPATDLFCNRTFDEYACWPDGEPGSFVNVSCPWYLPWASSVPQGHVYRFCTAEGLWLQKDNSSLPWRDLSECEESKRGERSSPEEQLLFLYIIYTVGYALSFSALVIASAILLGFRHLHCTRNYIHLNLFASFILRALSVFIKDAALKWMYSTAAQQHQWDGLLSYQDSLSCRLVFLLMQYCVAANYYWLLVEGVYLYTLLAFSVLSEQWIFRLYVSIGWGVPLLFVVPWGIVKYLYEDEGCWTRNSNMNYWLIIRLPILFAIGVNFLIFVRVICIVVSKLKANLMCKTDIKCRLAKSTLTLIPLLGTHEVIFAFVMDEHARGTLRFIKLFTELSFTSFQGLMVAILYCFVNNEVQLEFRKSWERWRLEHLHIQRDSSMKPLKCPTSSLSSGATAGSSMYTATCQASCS
# SW480 rerep = inducers of DNA re-replication in SW480 colon cancer cells. SW480 DNA re-replication, Hoechst DNA content imaging, 48 h. Potency, µM (top dose mostly 46.1 µM), for the others: at the highest dose re-replication activation, hits mostly activators. 340,000 compounds, 1.8% hits. AID 624297; also: potency is read from the fitted curve at half-maximal effect; % of control where 0% means no effect; nearly all actives have a fitted effect of over 55% in size
#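 Treated cells incubate 48 hr (37 C, 5% CO2), are stained 40 min with Hoechst, and nuclear fluorescence is enumerated; a rise in nuclei with high DNA signal marks re-replication.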
# IL1B secr inh = inflammasome signaling inhibition, IL-1 beta readout | 360,000 compounds, 4.7% hits | AID 743279 | activity change, % at 57.5 µM | THP-1 LPS/ATP IL-1B secretion, AlphaLISA, 16 h; active compounds read low; in the data active = activity change below about -50%; inconclusive = mostly about -30% to -49%; also: % is scaled to controls: 0 for no effect and ±100 for the full control effect
#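 Secreted IL-1B measured by AlphaLISA bead assay after 16 h compound exposure of THP-1 cells; compounds (final up to 57.5 uM) added 1 h before LPS (250 ng/mL) and ATP (1.25 mM) stimulation; lower signal means less secretion.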
# KB-3-1 cytotox = kills parental KB-3-1 adenocarcinoma cells. KB-3-1 viability, CellTiter-Glo ATP luminescence, 72 h. Potency, µM (top dose mostly 46.1 µM), for the others: at the top dose activity change, negative = cytotoxic, most hits filed as cytotoxic. 400,000 compounds, 1.4% hits. AID 1347075; also: potency is read from the fitted curve at half-maximal effect; % is scaled to controls: 0 for no effect and ±100 for the full control effect; nearly all actives have a fitted effect of over 60% in size
#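 Parental KB-3-1 adenocarcinoma cells in phenol-red-free DMEM with 10% FBS were pin-treated with compounds at several concentrations, incubated 72 h at 37 °C, and viability read by CellTiter-Glo luminescence; concentration-effect curves were fitted after normalization.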
# HT1080-NT tox = kills 2HG-producing HT-1080-NT fibrosarcoma cells | HT-1080-NT fibrosarcoma viability, CellTiter-Glo ATP luminescence, 48 h | Potency, µM (top dose mostly 46.1 µM), without a hit: top-dose activity, negative = less viability, most hits filed as cytotoxic | 360,000 compounds, 1.6% hits | AID 686970;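 also: NT is the 2HG producing partner of a matched IDH1 knockdown line; potency is read from the fitted curve at half-maximal effect; 0% = DMSO-treated cells and -100% = media-only wells without cells; nearly all actives have a fitted effect of over 55% in size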
#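 Fibrosarcoma NT cells, 750 per well in 5% FBS RPMI, were exposed to compound for 48 hours. Viability: CellTiter-Glo luminescence.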
# * hit, by the source's call; ? = inconclusive; . = no result given; & = joins results of further samples; [ ] = dose if it differs, or a comment. Unless noted, calls follow the shape of the dose curve; as a rule, active = well fitted curve in the direction sought with a large enough effect; inconclusive = small, poorly fitted or top-dose-only effect, or another doubt; inactive = no such curve, though single readings can be large; an effect the other way counts as inactive or inconclusive.
SMILES,DRD3 antagonist,D3 ag,KB-V1 cytotox,HT1080 IDH1KD tx,GLP-1R agonist,SW480 rerep,IL1B secr inh,KB-3-1 cytotox,HT1080-NT tox
CC(=O)Nc1ccc(S(=O)(=O)NC2(C(F)(F)F)C(=O)Nc3c2c(=O)[nH]c(=O)n3Cc2ccco2)cc1 (stereo not given),7,5,10%,6%,0%,4%,9,6%,1%
O=[N+]([O-])c1nn(-c2ccccc2)n(O)c1=NC1CCN(Cc2ccccc2)CC1,-11,-11,?,1%,9%,10µM*,?,-5%,2%
COc1ccccc1/C=N/NC(=O)CSc1ccc2ccccc2n1,-13,-5,-4%,?,?,?,42,-6%,?
CCCCNCCCOc1cc(Cl)ccc1Cl,?,-17,0%,-24%,10%,0%,?,?,?
O=C(O)C1=NN(c2cc(Cl)c(S(=O)(=O)O)cc2Cl)C(=O)C1,-9,-5,23%,11%,1%,2%,-5,3%,2%
COc1ccccc1C(=O)NC1(C(F)(F)F)C(=O)Nc2c1c(=O)[nH]c(=O)n2-c1ccccc1 (stereo not given),.,-5,30%,.,-3%,.,.,1%,.
CCOC(=O)N1CCC(NS(=O)(=O)c2cc(C(=O)OC)n(C)c2)CC1,11,1,?,6%,3%,-7%,19,13%,-9%
CC(C(=O)Nc1ccc(O)c(C(=O)O)c1)N1C(=O)/C(=C/c2cccs2)SC1=S (stereo not given),3,-9,-13%,?,-9%,-13%,4,?,?
CN(C(=O)COC(=O)CSc1ccc([N+](=O)[O-])cc1)C1CCS(=O)(=O)C1 (stereo not given),?,12,24%,10%,12%,-422%[inhibitor],23,7%,10%
CC(C)N1CCC(N2CCN(Cc3ccc(C#CC(C)(C)O)s3)CC2CCO)CC1 (stereo not given),-12,-1,0%,-17%,6%,13%,-12,4%,-23%
CN(C)S(=O)(=O)N1CCN(S(=O)(=O)c2ccccc2)CC1,16,-6,8%,2%,-10%,-1%,0,14%,1%
O=C1CC(c2ccccc2)=Nc2ccccc2N1,9,0,13%,11%,13%,-4%,14,8%,17%
COc1ccc(C(=O)COC(=O)c2ccco2)cc1,8,-2,15%,17%,-19%,-2%[9.22 µM],-1,12%,19%
CN(C)c1nn2c(-c3ccccc3)nnc2o1,-18,-12,4%,6%,-2%,.,3,0%,1%
COCCN1C(=O)N(c2ccc(Cl)cc2)C(=O)C1CC(=O)Nc1cc(OC)cc(OC)c1 (stereo not given),19,7,?,-15%,-8%,-9%,7,?,-4%
CCC(C)Nc1nc(C)nc2c1oc1ccccc12 (stereo not given),0,2,?,-15%,3%,26%,25,-24%,-19%
CCOC(=O)c1cccnc1NC(=O)c1ccccc1,10,0,-15%,14%,8%,3%,34,14%,17%
CCN(CC)c1ccc(NC(=S)NC(=O)c2ccco2)cc1,-3,-6,?,?,6%,-2%,-18,-7%,-20%
Cc1[nH]c(=O)[nH]c(=O)c1/C=N/NC(=O)[C@H](CC(C)C)NC(=O)OC(C)(C)C,4,9,-4%,7%,3%,-122%[inhibitor],16,30%,2%
CCOC(=O)c1sc(NC(=O)CSc2ncn[nH]2)c(C#N)c1C,7,3,-9%,-4%,11%,9.2µM*,40,-5%,-2%
CCOC(=O)C1(Nc2nccs2)Sc2ccccc2NC1=O (stereo not given),13,-2,?,8.2µM*,-6%,15µM*,-1,5.8µM*,10µM*
N#C/C(=C(/O)c1ccccc1F)c1nc2cc(C(F)(F)F)ccc2s1,7,0,-31%,-8%,-3%,-28%,-9,-14%,-7%
Cc1nnc(SC(C(=O)Nc2ccc(Cl)c([N+](=O)[O-])c2)c2ccccc2)[nH]c1=O (stereo not given),-4,-4,?,-14%,-1%,-10%,-8,0%,-1%
CCc1ccc(-n2c(C)nc3cc(C(=O)NCc4cccnc4)ccc32)cc1,?,-15,?,-11%,12%,-8%,?,-6%,2%
O=C(CN1C(=O)NC2(CCCc3ccccc32)C1=O)c1ccc(F)cc1 (stereo not given),-6,1,7%,6%,14%,-3%,-7,2%,6%

# (continued)
SMILES,DRD3 antagonist,D3 ag,KB-V1 cytotox,HT1080 IDH1KD tx,GLP-1R agonist,SW480 rerep,IL1B secr inh,KB-3-1 cytotox,HT1080-NT tox
Fc1ccc(/C=N/c2c(-c3ccc(F)cc3)nc3n2CCS3)cc1,0,1,-23%,-9%,0%,-7%,-15,-20%,-9%
CC1C(=O)N2CCCc3cc(S(=O)(=O)NCc4ccc(F)cc4)cc1c32 (stereo not given),6,1,-4%,-15%,10%,-47%,19,0%,-12%
CCCCC(CC)CNC(=O)C1C2C=CC(C2)C1C(=O)O (stereo not given),-17,-4,18%,10%,0%,-4%,5,0%,0%
COc1ccc(C(C(=O)NCc2ccccc2)n2c(-c3ccncc3)nc3ccccc32)cc1 (stereo not given),3,4,?,9%,.,.,-9,-16%,11%
C=CCN(c1ccc(C(=O)Nc2ccc3c(c2)n(C)c(=O)n3C)cc1)S(C)(=O)=O,7,4,-3%,0%,8%,-6%,115,-2%,-1%
Cc1ccccc1C(=O)Nc1ccc(N2CCCCCC2)cc1,?,-8,-14%,15µM*,25%,?,-21,?,?
CCOC(=O)C1=C(c2ccccc2)NC(=O)NC1c1ccc(O)c(OCC)c1 (stereo not given),-8,-1,0%,0%,-2%,0%,8,?,-3%
O=C(Nc1cccc(-n2cnnn2)c1)c1cccc(Cl)c1,9,1,4%,12%,4%,-8%,-20,0%,9%
CCN(Cc1ccccc1)c1ccc(/C=N/N=C(N)N)cc1,6,2,?,?,-18%,?,-100*,?,18µM*
COc1ccc(OC)c(C(=O)NC(CC(N)=O)c2ccc(N3CCC(N4CCCC4)CC3)c([N+](=O)[O-])c2)c1 (stereo not given),?,-13,19%,-3%,6%,2%[9.22 µM],13,3%,-2%
CCN1CCN(c2cc(C)c3cc(NC(=S)NCCN(C)C)ccc3n2)CC1,-13,-11,19%,?,-3%,-6%,-52*,-4%,-20%
COC(=O)C1CCN(C(=O)CN2C(=O)c3ccccc3S2(=O)=O)CC1,12,0,23%,9%,4%,-53%[inhibitor],-20,2%,?
COc1cccc(C(=O)Nc2cc3c(cc2N2CCOCC2)n(C)c(=O)n3C)c1,26,-10,-5%,2%,-7%,-30%,-1,3%,4%
Cc1noc(C)c1C(=O)Nc1nc(C23CC4CC(CC(C4)C2)C3)cs1,55,4,-28%,-5%,-20%,9%,-58*,-14%,2%[9.24 µM]
C=CCSC1=N/C(=C\c2ccsc2)C(=O)S1,40,-3,24%,13%,-26%,0%,-3,3%,16%
CCCc1cc(=O)[nH]c(SCC(=O)Nc2nonc2C)n1,-13,-4,6%,14%,1%,-10%,28,44%,21%
COc1ccc2nc3ccccc3nc2c1NC(=O)c1ccccc1Cl,13,-1,-3%,-4%,19%,-102%[inhibitor],58,-1%,-7%
Cc1ccc(NS(=O)(=O)c2c(C)[nH]c(C)c2C(=O)N2CCCCC2)c(Cl)c1,?,0,?,-5%,8%,-4%,0,5%,0%
CCCCn1cnc2c(c1=O)c1nc3ccccc3nc1n2Cc1ccc2c(c1)OCO2,1,-11,-5%,18%,9%,0%,15,0%,10%
O=C(CCc1nc(-c2ccccc2)no1)NC1CCCCC1,17,0,21µM*,-10%,-1%,-13%,25,2%,-1%
Nc1ncnc2c1ncn2[C@@H]1O[C@H](C(=O)N2CCSC2)[C@@H](O)[C@H]1O,-26,-4,14%,19%,10%,.,3,0%,20%
CCOc1ccc(CN(C)C(=O)CNC(=O)Cc2cccc3ccccc23)cc1,1,8,-27%,-1%,8%,25%,-4,-3%,2%
CCOCCN1CCN(c2c(CC)c(C)nc3cc(-c4cc(OC)cc(OC)c4)nn23)CC1,16,1,-8%,-26%,-20%,15%,?,1%,?
CC1CCOC2(O1)C(=O)N(CN1CCN(c3ccccc3F)CC1)c1ccccc12 (stereo not given),-54*,-8,-7%,-4%,-2%,-1%,7,-5%,2%
CN(C(=O)CSc1nnc2ccccn12)c1c(N)n(Cc2ccccc2)c(=O)[nH]c1=O,6,5,1%,6%,-5%,-74%[inhibitor],4,-3%,0%

# Entries shown so far that have a CF3 group (3):
SMILES,DRD3 antagonist,D3 ag,KB-V1 cytotox,HT1080 IDH1KD tx,GLP-1R agonist,SW480 rerep,IL1B secr inh,KB-3-1 cytotox,HT1080-NT tox
CC(=O)Nc1ccc(S(=O)(=O)NC2(C(F)(F)F)C(=O)Nc3c2c(=O)[nH]c(=O)n3Cc2ccco2)cc1 (stereo not given),7,5,10%,6%,0%,4%,9,6%,1%
COc1ccccc1C(=O)NC1(C(F)(F)F)C(=O)Nc2c1c(=O)[nH]c(=O)n2-c1ccccc1 (stereo not given),.,-5,30%,.,-3%,.,.,1%,.
N#C/C(=C(/O)c1ccccc1F)c1nc2cc(C(F)(F)F)ccc2s1,7,0,-31%,-8%,-3%,-28%,-9,-14%,-7%

# Further results.
SMILES,DRD3 antagonist,D3 ag,KB-V1 cytotox,HT1080 IDH1KD tx,GLP-1R agonist,SW480 rerep,IL1B secr inh,KB-3-1 cytotox,HT1080-NT tox
O=C([C@@H]1CC=C[C@@H]2CCN(C3CC3)C(=O)[C@@H]21)N1CCN(c2ccccc2)CC1,?,-29,?,4%,0%,-28%[9.22 µM],18,-2%&-5%,-3%
O=C(OCN1C(=O)c2ccccc2C1=O)c1ccccc1,?,4,9%,-4%,2%,-1%,-4,-11%,3%
Cc1cc(N2CCN(Cc3nc(-c4ccc(Cl)cc4)oc3C)CC2)cc(C)n1,-5,-8,?,21µM*,8%,?,.,?,21µM*
COc1ccc(NC(=O)c2ccc3c(c2)OCO3)cc1[N+](=O)[O-],-26,-9,8%,1%,8%,-4%,-9,-12%,-28%
CN(C)Cc1c(C(=O)N/N=C/c2cccc(OCc3ccc(F)cc3)c2)nnn1-c1nonc1N,12,-35,?,10%,3%,-2%,12,-11%,11%
O=C(NCc1ccccc1C(F)(F)F)c1cccc2c1C(=O)c1ccc(N3CCCCC3)cc1S2(=O)=O,56,33*,3%,0%,-2%,-10%,24,8%,0%
CC(=O)NNc1nc(-c2ccccc2)c2cc(Cl)ccc2n1,-3,-1,3%,0%,-4%,.,-12,-2%,-5%
